# uPA surface inh: blocks generation of uPA at the cell surface | cell surface uPA generation assay, qHTS | Potency, µM (highest dose often 38.3 µM), inactives show at the highest dose activity change, negative = inhibition, actives largely listed as inhibitors | hit rate 0.31% among 330,000 | AID 540303; active means well fitted inhibition curve with a large enough effect; inconclusive means small, poorly fitted or top-dose-only effect; inactive means no such curve, though single readings can be large or run the other way; tested in mouse RAW 264.7 cells; further: potency means the concentration at half of the fitted maximal effect; nearly all actives have a fitted effect of over 55% in size
# KCNH2 3.1 block: blocks the human KCNH2 3.1 channel isoform; U2OS KCNH2 3.1, thallium flux FluxOr; stronger effect = lower value; activity change, % (tested at about 1.8 µM); hit rate 0.95% among 340,000; AID 720553;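 active means maximum activity change below -70%; inconclusive means maximum activity change from -70% to -50%; inactive means maximum activity change above -50%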;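 further: thallium influx rate constant from kinetic fluorescence after stimulation buffer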
#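 Virally transduced U2OS (3.1 isoform, 4 h infection in dark at RT) → overnight 37 C → FluxOr + Red40 in HBSS/HEPES, 45 min → stimulation buffer, 2 min kinetic read → rate constant vs DMSO controls.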
# Giardia kill: kills Giardia lamblia. hit rate 0.15% among 340,000. Giardia lamblia trophozoite viability. AID 540267. activity change, % at 7.66 µM, hits read low; in the data active means activity change below about -80%; inconclusive means between about -30% and that limit;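 further: parasites exposed to compound for two days anaerobically before the ATP read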
#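 Giardia trophozoites, 100 cells per well, were exposed to compounds for 48 hrs at 37 deg C under anaerobic conditions; viability was then read as ATP content by bioluminescence after 15-30 min at room temperature.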
# KCNH2 WT inh: inhibitors of human wildtype KCNH2 potassium channel; U2OS, BacMam KCNH2, thallium flux FluxOr; stronger effect = lower value; activity change, % at 1.84 µM; hit rate 0.37% among 340,000; AID 720551;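 active means maximum activity change below -70%; inconclusive means maximum activity change between -70% and -50%; inactive means maximum activity change above -50%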
#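 U2OS cells were transduced with wild-type KCNH2 virus (2.03 x 10^8 / mL) for 4 h at room temperature, then cultured overnight at 37 C. Thallium flux was read with FluxOr dye. Rate constants were normalized to DMSO controls.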
# * hit, by the source's call; ? = inconclusive; [ ] = remark or other dose. On the % scale 0 is the no-effect control and ±100 the full control effect.
SMILES | uPA surface inh | KCNH2 3.1 block | Giardia kill | KCNH2 WT inh
CCCCCCCCOC(=O)c1cc([N+](=O)[O-])c(Sc2ncnc3nc[nH]c23)c([N+](=O)[O-])c1 | -8% | 6 | -9 | 3
CCOC(=O)c1c(C)[nH]c(C(=O)OCC(O)=C(C#N)c2nc3ccccc3[nH]2)c1C | 3% | -4 | -9 | -16
CC(=O)C1C(C)CC2C3CCC4CC(=O)CCC4(C)C3CCC21C (centres undefined) | -4% | -13 | -14 | 0
CN(O)C(=S)c1ccccc1 | -6% | -6 | ? | -2
Cc1ccc(N=Cc2cc3c(cc2[N+](=O)[O-])OCO3)cc1[N+](=O)[O-] | 9% | -17 | -19 | -1
Cc1cc2oc3ccc(NCCC4CCCN4C)cc3c(=O)c2cc1C (centres undefined) | ? | 7 | 29 | 0
Nc1ccccc1C(=O)NCCCN1CCN(c2cccc(Cl)c2)CC1 | 5% | -20 | 3 | 46
COc1ccccc1OCCSc1nnnn1C1CCCCC1 | 0% | -20 | 3 | -8
Cc1ccc(OCCNC(=O)CCc2nc3sc4c(c3c(=O)[nH]2)CCCC4)cc1 | 5% | -6 | 18 | 0
CC(=CC(=O)c1ccccc1)c1ccccc1 | -2% | 10 | -13 | 7
CN1CCN(S(=O)(=O)c2ccc(C(=O)NC3CCCCC3)cc2)CC1 | 0% | 7 | 15 | 12
O=C(c1cccc(S(=O)(=O)NCc2ccccc2)c1)N1CCN(c2ccccc2Cl)CC1 | ? | -15 | -8 | 5
CN1C[C@@H]2[C@@H]3C(=O)N(C)C(=O)[C@@H]3[C@](C)(C1=O)N2C(=O)c1ccc(C(C)(C)C)cc1 | 4% | 19 | -20 | -3
Cc1ccc(Cl)c(OCCCCN2CCC(C)CC2)c1 | 6% | -5 | 2 | 2
O=C1NC(=S)S/C1=C\c1cc(Cl)ccc1Cl | -6% | -23 | 10 | 7
O=C(NCc1ccco1)C1CC(c2ccc(C(F)(F)F)cc2)=NO1 (centres undefined) | ? | 7 | 3 | 0
COc1ccc([C@H]2/C=C\CN(C(=O)[C@H](Cc3ccccc3)NC(=O)OCC3c4ccccc4-c4ccccc43)CC(=O)N2Cc2ccc(F)cc2)cc1 | -6% | -9 | -19 | 13
COc1cc(NC(=NS(=O)(=O)c2ccccc2)c2ccccc2)ncn1 | -6% | -2 | 0 | -8
O=C(C(=O)c1ccc(O)c(O)c1)c1ccc(O)c(O)c1 | 8% | -6 | 6 | 6
CNC1CCc2cc(OC)c(OC)c(OC)c2-c2ccc(SC)c(=O)cc21 (centres undefined) | -10% | -24 | 15 | -5
Cc1ccc(S(=O)(=O)N2CCN(C(=O)COC(=O)CNC(=O)c3ccccc3F)CC2)c(C)c1 | -9% | 7 | 7 | 3
CSc1nc(O)c(C(c2ccc(OC(C)C)cc2)c2c(O)nc(SC)[nH]c2=O)c(=O)[nH]1 | -6% | 0 | -12 | -6
CCOC(=O)C(=COC(=O)c1ccccc1)NC(=O)Cc1ccccc1 | 0% | 1 | -19 | -2
COc1ccc(N/C(=C2\CCCC2=O)C2CCCCC2)cc1 | -4% | 36 | 21 | 1
O=C(NCc1ccccc1)c1cccc(NC(=O)c2ccccc2)c1 | ? | 10 | -4 | 3
COc1ccccc1NC(=S)NC1CCCC1 | -8% | 1 | 1 | 0
OCC[C@@H]1C[C@@H](O)[C@H](O)[C@@]2(CCCO2)O1 | ? | -8 | -3 | -4
Nc1ccc(S(=O)(=O)NN=Cc2ccccc2[N+](=O)[O-])cc1 | -9% | 26 | 5 | 0
COc1ccc(-c2cn3c(C)c(C(=O)NCc4ccc5c(c4)OCO5)sc3n2)cc1 | 0% | 3 | 39[activator] | -4
Cc1ccc(CN(N=Nc2nonc2N)c2nonc2N)c(C)c1 | -4% | -9 | 21 | -3
CN(C)CCC(C(=O)c1ccccc1)c1cccnc1 (centres undefined) | 3% | -13 | 0 | 27
CCc1ccc2nc(SCC(=O)N3CCCCC3)c(C#N)cc2c1 | -8% | -11 | 6 | -5
N#Cc1sc2nccc(Nc3ccccc3)c2c1N | -1% | 10 | 1 | 13
COc1cc2c(c(OC)c1OC)-c1ccc(OC)c(=O)cc1C(NC(=O)c1ccccc1)CC2 (centres undefined) | -14% | -2 | -16 | 4
N#CCc1c(C#N)c(N)nc(N2CCOCC2)c1C#N | -23% | 1 | -16 | -17
Nc1ccc(OCc2ccccc2)cc1[N+](=O)[O-] | -4% | -20 | 0 | -7
Cc1nc(N)sc1-c1ccccc1 | 2% | 16 | 37[activator] | 2
COc1cc2cc(C)c(Br)c(OC)c2cc1OC | -8% | 7 | -4 | 67
CC1=C(SCc2ccccc2)C(=O)c2ccccc2C1=O | -12% | -8 | 1 | 1
CCN(CC)c1ccc(S(=O)(=O)N2CCOCC2)cc1NC(=O)CNCc1cccc(Cl)c1 | 7% | -6 | 22 | 5
CCC(=O)N1CCc2cc(Br)c(S(=O)(=O)CCC(=O)NCCOC)cc21 | -1% | -6 | 6 | -4
O=C(CCCC(=O)NN=Cc1ccccc1Cl)NN=Cc1ccccc1Cl | 0% | -8 | -13 | -4
COC(=O)Cc1ccc(NC(=S)N2CCN(CCO)CC2)cc1 | -6% | 1 | -4 | -3
COc1ccc2c(c1)CC=C1C2CCC2(C)C(=O)C(=NO)CC12 (centres undefined) | 2% | -4 | -4 | -4
O=C(O)C(Cc1ccccc1)NC(=O)C(Cc1ccccc1)NC(=O)C12CC3CC(CC(C3)C1)C2 (centres undefined) | 3% | 6 | 8 | 4
COc1cc(NCCCn2cnc(C(=O)Nc3ccc(C)c(C)c3)n2)cc(OC)c1OC | 6% | -11 | 3 | -2
O=C(CC1C[C@H](C(=O)N2CCCCC2)[C@@]2(CCc3ccccc3)c3[nH]c4ccccc4c3CCN2C1=O)NCCc1ccccn1 (some centres undefined) | 4% | -38 | 4 | -2
CC(C)(O)CN(CCCNC(=S)Nc1ccccc1)C(=S)Nc1ccccc1 | 3% | -14 | 12 | 15
CC(C)C(=O)Nc1cccc(COc2cccc(CN(Cc3ccccc3)C(=O)OC(C)(C)C)c2)c1 | ? | 19 | 31[activator] | -5
CCCCCCCCCCCCN1[C@@H](CC(=O)OC)c2cc(F)ccc2S1(=O)=O | 14% | 7 | 13 | 5

# Ordered by SMILES length (rising): part of the list above.
SMILES | uPA surface inh | KCNH2 3.1 block | Giardia kill | KCNH2 WT inh
CN(O)C(=S)c1ccccc1 | -6% | -6 | ? | -2
N#Cc1sc2nccc(Nc3ccccc3)c2c1N | -1% | 10 | 1 | 13
COc1ccccc1OCCSc1nnnn1C1CCCCC1 | 0% | -20 | 3 | -8
CN(C)CCC(C(=O)c1ccccc1)c1cccnc1 (centres undefined) | 3% | -13 | 0 | 27
Nc1ccc(OCc2ccccc2)cc1[N+](=O)[O-] | -4% | -20 | 0 | -7
CC1=C(SCc2ccccc2)C(=O)c2ccccc2C1=O | -12% | -8 | 1 | 1
Cc1ccc(CN(N=Nc2nonc2N)c2nonc2N)c(C)c1 | -4% | -9 | 21 | -3
O=C(C(=O)c1ccc(O)c(O)c1)c1ccc(O)c(O)c1 | 8% | -6 | 6 | 6
Cc1cc2oc3ccc(NCCC4CCCN4C)cc3c(=O)c2cc1C (centres undefined) | ? | 7 | 29 | 0
Nc1ccccc1C(=O)NCCCN1CCN(c2cccc(Cl)c2)CC1 | 5% | -20 | 3 | 46
O=C(CCCC(=O)NN=Cc1ccccc1Cl)NN=Cc1ccccc1Cl | 0% | -8 | -13 | -4
O=C(NCc1ccco1)C1CC(c2ccc(C(F)(F)F)cc2)=NO1 (centres undefined) | ? | 7 | 3 | 0
OCC[C@@H]1C[C@@H](O)[C@H](O)[C@@]2(CCCO2)O1 | ? | -8 | -3 | -4
CC(C)(O)CN(CCCNC(=S)Nc1ccccc1)C(=S)Nc1ccccc1 | 3% | -14 | 12 | 15
CCCCCCCCCCCCN1[C@@H](CC(=O)OC)c2cc(F)ccc2S1(=O)=O | 14% | 7 | 13 | 5
Cc1ccc(N=Cc2cc3c(cc2[N+](=O)[O-])OCO3)cc1[N+](=O)[O-] | 9% | -17 | -19 | -1
O=C(c1cccc(S(=O)(=O)NCc2ccccc2)c1)N1CCN(c2ccccc2Cl)CC1 | ? | -15 | -8 | 5
COc1cc2c(c(OC)c1OC)-c1ccc(OC)c(=O)cc1C(NC(=O)c1ccccc1)CC2 (centres undefined) | -14% | -2 | -16 | 4
CCOC(=O)c1c(C)[nH]c(C(=O)OCC(O)=C(C#N)c2nc3ccccc3[nH]2)c1C | 3% | -4 | -9 | -16
O=C(O)C(Cc1ccccc1)NC(=O)C(Cc1ccccc1)NC(=O)C12CC3CC(CC(C3)C1)C2 (centres undefined) | 3% | 6 | 8 | 4
CCCCCCCCOC(=O)c1cc([N+](=O)[O-])c(Sc2ncnc3nc[nH]c23)c([N+](=O)[O-])c1 | -8% | 6 | -9 | 3
CN1C[C@@H]2[C@@H]3C(=O)N(C)C(=O)[C@@H]3[C@](C)(C1=O)N2C(=O)c1ccc(C(C)(C)C)cc1 | 4% | 19 | -20 | -3
COc1ccc([C@H]2/C=C\CN(C(=O)[C@H](Cc3ccccc3)NC(=O)OCC3c4ccccc4-c4ccccc43)CC(=O)N2Cc2ccc(F)cc2)cc1 | -6% | -9 | -19 | 13

# (next part)
SMILES | uPA surface inh | KCNH2 3.1 block | Giardia kill | KCNH2 WT inh
CCOC(=O)c1cc(-c2ccccc2)nn1CC1CC(c2ccc(Cl)cc2)=NO1 (centres undefined) | 12% | -24 | 24 | -2
c1ccc(CN2CCN(c3nc(N4CCOCC4)c4ccccc4n3)CC2)cc1 | 0% | -15 | -2 | -11
CCOC(=O)C[C@H]1c2cc(F)ccc2S(=O)(=O)N1C(C)C | 6% | 10 | -13 | -4
COc1ccc(CN2CCCCCC2)cc1OC | -5% | -3 | 9 | 9
COc1ccc(C(=O)NCC(C)(C)CNC(=O)c2ccc(OC)c(OC)c2)cc1OC | -10% | 13 | -17 | 3
COC(=O)C[C@H](NC(=O)Cn1cc(C)c(=O)[nH]c1=O)C(=O)OC | 19% | 2 | 51[activator] | -4
COC(=O)C(=O)C1CCc2c(Cl)cc(OC)c(OC)c2C1=O (centres undefined) | 3% | 4 | 11 | 18
COc1ccc(CC2C(=O)NC(C)C(=O)N(C)C3Cc4ccc(cc4)Oc4cc(ccc4O)CC(C(=O)NC(C)C(=O)NC(C)C(=O)N2C)N(C)C3=O)cc1 (centres undefined) | -11% | -13 | -6 | 6
COc1ccc(C2=Cc3ccc(OC(C)=O)cc3OC2)cc1 | -7% | 4 | 7 | 8
COC(=O)C1=C[C@@H](C(=O)OC)[C@@H]2C3=C(C(=O)[C@@]2(C)NC(=O)c2ccccc2)[C@H](C)n2c(=O)n(C)c(=O)n2[C@@H]3C1 | -1% | -4 | 19 | -13
Cn1c2ccccc2c2ccc3c(c21)C(=O)C=CC3=O | -3% | 3 | 4 | 52
COc1ccc2nc3n(c(=O)c2c1)-c1ccc(Cl)cc1C(=O)NC3Cc1ccc(O)cc1 (centres undefined) | 6% | 5 | -24 | -5
Cc1ccc2c(c1C)-c1c(ccc(C)c1C)C(=O)C2=O | -8% | 1 | -8 | -6
CCOC(=O)N1C(=O)NC(=O)C1c1ccc(Cl)cc1 (centres undefined) | 2% | -10 | 7 | -11
O=C(NC1CC1)c1cccc(NC(=O)C2CCCCC2)c1 | 3% | 2 | -9 | -1
CN1OC[C@@H]2CN(C(=O)CCc3ccccc3)[C@H](c3cccc(Oc4ccccc4)c3)C[C@@H]21 | 8% | -18 | ? | 3
COc1ccc(-c2ccc3c(c2)C2CC3CCN2C(=O)C2CCCCC2)cc1 (centres undefined) | 8% | -14 | 11 | -5
CC(C)c1ccc(NC(=O)C2C3C=CC(CC3)C2C(=O)O)cc1 (centres undefined) | 1% | 3 | 15 | -7
COC(C/C=C/[C@@H](O)[C@H](C)OCc1ccccc1)OC | 9% | 13 | 5 | 0
CCCOc1ccc(N2C(=O)CC(NCCCN3CCC(C(N)=O)CC3)C2=O)cc1 (centres undefined) | 10% | -7 | -2 | 1
OC1(C#Cc2c(-c3ccsc3)oc3ccc(N4CCOCC4)cc23)CCCCC1 | -1% | -16 | 0 | -6
CCN(C(=O)CSc1nnc(NCCOC)s1)c1c(N)n(Cc2ccccc2)c(=O)[nH]c1=O | 1% | -1 | 0 | 0
Nc1nc(N)c(-c2cccc(C(F)(F)F)c2)c(Cc2cccc(C(F)(F)F)c2)n1 | -13% | 4 | -14 | 14
COc1ccc(C(=O)NCc2csc(C)n2)cc1OC1CCN(C(C)=O)CC1 | 6% | 5 | 14 | 2
CCOc1cc(/C=N/NC(=O)c2cc(-c3cccc(OC)c3)nc3ccccc23)ccc1O | -20% | -2 | -27 | -14
O=C(NN=Cc1ccccc1O)NN=Cc1ccccc1O | -14% | 7 | -4 | 0
CCN(CC)c1ccc(NC(=O)CCCCC(=O)Nc2ccc(N(CC)CC)cc2)cc1 | 3% | -8 | -19 | 0

# Only part of the results is shown, so the mix of outcomes need not match the whole.
